Screening data from PubChem.
Cav3 T inh: inhibitors of human Cav3.2 T-type calcium channel. O95180. Cav3.2-expressing cells, Fluo-4 calcium fluorescence FDSS; stronger effect = lower value. B-score at 10 µM. 100,000 compounds, 4% hits;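 active = single-dose well whose peak fluorescence ratio is a statistical outlier from its plate by either plate-standardised score or position-corrected B-score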
Active calls of the source: *.

Cav3 T inh,Structure
0.15,Cc1ccc(Cn2ccc(NC(=O)c3cc4nc(-c5ccco5)cc(C(F)(F)F)n4n3)n2)cc1
0.083,CC1CCN(CCCCOc2ccccc2[N+](=O)[O-])CC1
0.25,COc1cc(OC)c(OC)cc1CN1CCCC(C(=O)N2CCCCC2)C1 (stereo unspecified)
-11*,CC1=C(C(=O)Nc2ccccc2)C(c2ccccc2)N2C(=O)CSC2=N1 (stereo unspecified)
0.51,CC(C)Cn1c(CN(C)Cc2ccccc2)nc2c1c(=O)n(C)c(=O)n2C
-0.004,COc1ccccc1NC(=O)CC(=O)CSc1nnc(-c2ccc(C)cc2)n1C
0.47,CC1CCCCC1NC(=O)C1CCN(S(=O)(=O)N2CCC3(CC2)OCCO3)CC1 (stereo unspecified)
0.4,CC(=O)C1=C(O)C(=O)N(C2CCCCC2)C1c1ccccc1 (stereo unspecified)
-0.55,Cc1cc(NS(=O)(=O)c2ccc(NC(=O)NC(C)(C(F)(F)F)C(F)(F)F)cc2)no1
0.19,CCc1nnc(NC(=O)CSc2nnc(Cc3cccn3C)n2CCOC)s1
-0.86,CCN(CC)c1ccc(C(=O)OCc2cc(=O)oc3cc(O)ccc23)cc1
1.1,C/C(Cl)=C\Cn1c(NCCCn2ccnc2)nc2c1c(=O)n(C)c(=O)n2C
0.89,Oc1ccc(-c2cn3c(n2)SCC3)cc1O
0.46,CN(CC(=O)NCCc1ccccc1)S(=O)(=O)c1cccs1
0.55,CCOc1ccc(C=O)cc1CN1CCCCC1
-1.1,O=[N+]([O-])c1ccc(NNC(=S)Nc2ccc(F)cc2)cc1
1.1,O=C(O)C1CSC2(c3ccc4c(c3)OCCO4)CCC(=O)N12 (stereo unspecified)
0.088,COc1ccc(C2(C(=O)Nc3ccc(C(=O)N4CCOCC4)cc3)CCOCC2)cc1
-0.27,CC1(C)CC(=O)C=C(Nc2ccc(S(N)(=O)=O)cc2)C1
0.097,Cc1nc2cc(-c3ccc(Cl)cc3)nn2c(C)c1CCC(=O)NCc1ccco1
-0.39,O=S(=O)(Nc1ccc(N2CCCCC2)cc1)c1cccc2cccnc12
-0.28,O=C(N/N=C/c1cccc([N+](=O)[O-])c1)c1ccc2nc[nH]c2c1
0.53,CCCNC(=O)c1csc2c1CCCCC2
-0.51,CCCOc1ccc(N2C(=O)CC(SC(=NC)Nc3ccc(F)cc3)C2=O)cc1 (stereo unspecified)
0.59,CSCCC(NC(=O)C1CCC(C)CC1)C(=O)NCCN1CCOCC1 (stereo unspecified)
-0.12,N=c1nc(SCCC(=O)O)ss1
-2.8,Cc1cccc(N2CC(C)Cn3c2nc2c3c(=O)n(CC(=O)OCc3ccccc3)c(=O)n2C)c1 (stereo unspecified)
-1.6,O/N=C/c1cc(Br)ccc1OCc1ccccc1F
0.67,CC(C(=O)NCc1ccccn1)N1C(=O)c2ccccc2C1=O (stereo unspecified)
-1.6,O=C(Cc1c(F)c(F)c(F)c(F)c1F)OC12CC3CC(C1)C(=O)C(C3)C2
1.5,CCOC(=O)/C(C#N)=C/C1=C(N2CCCC2)CC(C)(C)OC1
-0.74,COc1ccc(-c2nnc(SCC(=O)Nc3sc4c(c3C#N)CCCC4)n2-c2ccccc2)cc1
0.23,CCOC(=O)c1ccccc1OCc1cc(/C=N/n2cnnc2)ccc1OC
-0.16,CCCn1c(C(O)c2ccc(OC)cc2)nc2ccccc21 (stereo unspecified)
-1.1,COc1ccc(S(=O)(=O)c2c(N)n(Cc3ccco3)c3nc4ccccc4nc23)cc1
-0.78,Cc1cccc(NC(=O)COC(=O)CNC(=O)C2CCCCC2)c1
-2.3,Cc1sc2nc(CN(Cc3ccccc3)C(=O)NC3CCCCC3)[nH]c(=O)c2c1C
-0.51,CN(Cc1ccccc1)c1nc(N)c([N+](=O)[O-])c(Nc2cccc(F)c2)n1
-6.7*,Cc1ccc(N(CC(=O)N/N=C/c2cc(C)n(-c3ccccc3)c2C)S(C)(=O)=O)c(C)c1
2.2,CCN1CCN(c2ncc(C(=O)Nc3c(F)cc(F)cc3Br)c3ccccc23)CC1
-0.41,CCN(CCCNC(=O)COc1cc(=O)n(C)c2ccccc12)c1ccccc1
0.58,N/C(=N\OC(=O)CC1CCCCC1)c1cccnc1
-1.3,CCCCCC(=O)NC(=S)NNC(=O)CC
0.54,CCC1(CC)NC(=O)N(CC(=O)Nc2sc3c(c2C(N)=O)CCC3)C1=O
0.37,CC(C)(C)C1CCC2(CC1)CC(=O)c1ccccc1O2 (stereo unspecified)
1,COCCn1c(CN(C)Cc2ccccc2)nc2c1c(=O)n(C)c(=O)n2C
-2.3,CN(CCCN1c2ccccc2CCc2ccccc21)CC(=O)c1ccc(Cl)cc1
-0.17,O=C(NCCCn1ccnc1)c1ccncc1
-2,Cc1cc(C)nc(NC(=O)Nc2ccccc2C(F)(F)F)n1
0.28,O=C(CSCC(=O)NC1CC1)Nc1ccc2ccccc2c1
0.088,CC(=O)Nc1ccc(S(=O)(=O)c2c(N)n(CCN3CCOCC3)c3nc4ccccc4nc23)cc1
-1.7,CCOC(=O)c1cc2sccc2n1CC(=O)OC(C)C
0.23,CCOC(=O)c1cnn(-c2nc(SC)nc3sc4c(c23)CCC4)c1N
1,O=C1C=CCC(/C=C/c2ccccc2)O1 (stereo unspecified)
0.0086,CN(c1ncc(C(F)(F)F)cc1Cl)n1cc(C(=O)O)c2ccccc2c1=O
0.5,CN(C)S(=O)(=O)N1CCN(CC(=O)Nc2cc(Cl)ccc2Cl)CC1
-3.1,N#Cc1c(Oc2ccc3ccccc3c2)sc(C(=O)c2ccccc2)c1N
-0.33,CC(Nc1cccc2ccccc12)C(=O)N/N=C/c1ccccn1 (stereo unspecified)
-1.1,O=C(O)c1[nH]nc2c1COc1ccccc1-2
0.025,CC(=O)C1=C(O)C(=O)N(CO)C1c1ccccc1F (stereo unspecified)

(list continues)
Cav3 T inh,Structure
-1.8,COc1cc(C2NC(=O)NC(C)=C2C(=O)OC2CCCC(C)C2)ccc1O (stereo unspecified)
0.098,COc1ccc(OCC(=O)Nc2cccc(OC)c2)cc1
-0.14,COc1c(O)ccc2c1CN1CCc3cc4c(cc3C1C2)OCO4 (stereo unspecified)
0.096,CSc1nc(C)cc(SC(C(C)=O)C(=O)Nc2ccccc2)n1 (stereo unspecified)
-2.9,CCc1cc2c(=O)n(Cc3ccco3)c(SCc3c(C)noc3C)nc2s1
0.05,NC(=O)C1(N2CCCCC2)CCN(CC(=O)Nc2ccccc2-c2ccccc2)CC1
0.028,COCCNc1ncnc2nc[nH]c12
0.33,O=c1[nH]c(Nc2ccccc2)cc2cc(Br)ccc12
-0.75,Cc1cccc(OCC(=O)N2CCC(N3CCCCCC3)CC2)c1
0.28,COC(=O)[C@@]1(Cc2ccc(OC)cc2)[C@H]2c3cc(C(=O)N(C)C)n(CCSCCO)c3C[C@H]2CN1C(=O)c1ccccc1
-1.5,CCOC(=O)c1[nH]c(C)c(C(=O)c2ccc(C)cc2)c1C
0.95,Cc1nc(CCNC(=O)Cc2ccc(F)cc2)cs1
-1.1,Cn1cc(/C(Cc2ccccc2)=N\O)c2ccccc21
0.35,CN(CCCNC(=O)C1CCCN(S(=O)(=O)c2cnc[nH]2)C1)c1ccccc1 (stereo unspecified)
0.61,COC(Cc1nnc(SC)n1-c1ccccc1)OC
0.02,O=C(CSc1ncc(-c2ccc(F)cc2)[nH]1)N1CCCCC1
-3.2,O=C1C=C(NCc2ccc(Cl)c(Cl)c2)C2(CCCCC2)O1
-1.6,Nc1cc(=O)[nH]c(SCC(=O)Nc2ccc(S(=O)(=O)N3CCOCC3)cc2)n1
-1,Cc1ccc2c(COC(=O)c3n[nH]c4ccccc34)cc(=O)oc2c1
-0.83,CCn1c(CCNC(=O)c2ccc(Cl)cc2)n[nH]c1=S

3 compounds from above, ordered by molecular weight, ascending:
Cav3 T inh,Structure
-1.1,Cn1cc(/C(Cc2ccccc2)=N\O)c2ccccc21
0.61,COC(Cc1nnc(SC)n1-c1ccccc1)OC
0.02,O=C(CSc1ncc(-c2ccc(F)cc2)[nH]1)N1CCCCC1

(listing goes on)
Cav3 T inh,Structure
-2.7,COc1ccc(OC)c(C(=O)COC(=O)c2cc(C)oc2C)c1
-0.11,Cc1cc(C)n(-c2ncnc3c2oc2ccccc23)n1
-2.3,CC(C)(C)NCC(=O)c1c[nH]c2ccccc12
-0.12,O=C(N/N=C/c1ccc(OCCCF)cc1)c1cc(OCC(F)(F)F)ccc1OCC(F)(F)F
0.57,COCCNC(=O)c1cc(Br)ccc1Cl
0.023,Cc1occc1-c1nnc(SCc2nc3ccccc3c(=O)n2CC#N)n1C
1.2,Nn1c(SCC(=O)Nc2ccc(F)cc2)nnc1-c1ccccn1
1.1,C=C(C)C1Cc2nc(N)nc(C)c2C1 (stereo unspecified)
0.2,O=C(N/N=C/c1c(Cl)cccc1Cl)c1cccc(F)c1
1.4,NC(=O)CSc1nc(N)c2c3c(sc2n1)CCCCC3
0.24,CSc1ncccc1C(=O)OCC(=O)NC(N)=O
0.027,CCNc1nc(Cl)nc(NCc2ccccc2)n1
0.85,COc1ccc(C(c2nnnn2Cc2ccccc2)N2CCN(C(=O)c3ccco3)CC2)cc1OC (stereo unspecified)
0.023,O=S(=O)(Cc1ccccc1)N1CCN(Cc2ccc3c(c2)OCO3)CC1
-0.85,CC1=Nc2ccccc2/C1=C\c1nc(-c2ccccc2)oc1O
-0.12,CCOC(=O)[C@@H]1[C@H]2COc3ccc(Br)cc3[C@@H]2N2C(=O)N(c3ccc(Cl)cc3)C(=O)[C@]12C
0.8,CCOC(=O)C1CCCN(C(=O)CCNS(=O)(=O)c2ccc3c(c2)CCC(=O)N3)C1 (stereo unspecified)
1,COCCN(C(=O)c1csnn1)C(C(=O)NC1CCCCC1)c1sccc1C (stereo unspecified)
-0.22,CCOC(=O)COn1c(=O)c[n+]([O-])c2ccccc21
-0.028,Cc1csc(NC(=O)Cc2nn(C)c(=O)c3ccccc23)n1
0.27,Cc1cc(C)c(C)c(OCCCn2ccnc2)c1
-0.8,Cn1c(NCc2cc(Br)ccc2O)nc2ccccc21
0.52,Cc1ccsc1C(=O)OCC(=O)NCc1ccc2c(c1)OCO2
0.93,Cc1c(C(=O)NCC2CCCO2)oc2ccc(S(=O)(=O)N3CCCC3)cc12 (stereo unspecified)
-5.8*,Nc1ccccc1C(=O)N(Cc1ccccc1)Cc1ccccc1
0.25,CCOC(=O)N1CCC(NC(=O)Cn2cc3c(n2)CCCC3)CC1
1.3,O=C(c1cc(-c2ccccc2Cl)on1)N1CCN(C(=O)c2ccco2)CC1
1.3,COc1ccccc1CNC(=O)CCCOc1cc(=O)n(C)c2ccccc12
-6.7*,COc1ccc(CN(Cc2cc3cc4c(cc3[nH]c2=O)OCO4)C(=O)NC2CCCCC2)cc1
-0.55,CCOC(=O)c1c(C)n(C)c2ccc(O)c(CN3CCC(C)CC3)c12
-1,COc1ccc2c(C)cc(SCC#N)nc2c1
0.23,O=C1C(Cl)=C(NCC2CCCO2)C(=O)N1C1CCCCC1 (stereo unspecified)
0.2,C[C@H]1CCC[C@]2(O[C@H](CCO)C[C@@H](O)[C@@H]2O)O1
0.041,COc1ccc(N2C3=C(CC4=C2CCCC4=O)C(=O)CCC3)cc1
-0.38,O=c1cc(CN2CCOCC2)c2c(ccc3ccccc32)o1
0.54,Cc1ccc2c(c1)NC(C(C)(C)C)CO2 (stereo unspecified)
-0.65,N#Cc1c(-c2ccccc2)ccn(Cc2ccc(Cl)cc2)c1=O
0.43,COC(=O)c1ccsc1NC(=O)c1ccc2c(c1)OCCO2
-1,Cn1nnc2c(sc3nc(N4CCOCC4)c4c(c32)CCCC4)c1=O
0.53,Cc1cc(NC(=O)CSc2nnnn2C2CCCC2)no1

Sorted by count of non-hydrogen atoms (ascending): part of the list above.
Cav3 T inh,Structure
0.54,Cc1ccc2c(c1)NC(C(C)(C)C)CO2 (stereo unspecified)
0.2,C[C@H]1CCC[C@]2(O[C@H](CCO)C[C@@H](O)[C@@H]2O)O1
0.27,Cc1cc(C)c(C)c(OCCCn2ccnc2)c1
-0.8,Cn1c(NCc2cc(Br)ccc2O)nc2ccccc21
0.23,O=C1C(Cl)=C(NCC2CCCO2)C(=O)N1C1CCCCC1 (stereo unspecified)
0.43,COC(=O)c1ccsc1NC(=O)c1ccc2c(c1)OCCO2
0.52,Cc1ccsc1C(=O)OCC(=O)NCc1ccc2c(c1)OCO2
0.041,COc1ccc(N2C3=C(CC4=C2CCCC4=O)C(=O)CCC3)cc1
-0.55,CCOC(=O)c1c(C)n(C)c2ccc(O)c(CN3CCC(C)CC3)c12
0.93,Cc1c(C(=O)NCC2CCCO2)oc2ccc(S(=O)(=O)N3CCCC3)cc12 (stereo unspecified)
1.3,COc1ccccc1CNC(=O)CCCOc1cc(=O)n(C)c2ccccc12
-6.7*,COc1ccc(CN(Cc2cc3cc4c(cc3[nH]c2=O)OCO4)C(=O)NC2CCCCC2)cc1

(further entries)
Cav3 T inh,Structure
-4.1*,CS(=O)(=O)N(CC(=O)Nc1ccc(Cl)c(Cl)c1)C1CCCCC1
-1.1,CCC(NS(=O)(=O)c1c(C)[nH]c(=O)[nH]c1=O)C12CC3CC(CC(C3)C1)C2 (stereo unspecified)
-0.82,CC(=O)Nc1nc(-c2ccc(Br)s2)cs1
-1.5,CCOc1ccc2c(c1)sc(=NC(=O)C1CC1)n2C
0.71,CCCS(=O)(=O)N1CCC(C(=O)NCCN(C)Cc2ccccc2)CC1
0.63,CCOC(=O)N1CCC(NC(=O)C2CCCN(C(=O)N3CCOc4ccccc43)C2)CC1 (stereo unspecified)
0.48,CS(=O)(=O)N(CC(=O)N1CCc2ccccc2C1)c1ccc2c(c1)OCO2
0.73,O=C1C2C(C(=O)N1c1ccc3c(c1)OCO3)C1C=CC2C12CC2 (stereo unspecified)
0.58,CCOC(=O)n1c(=O)oc2cc(S(=O)(=O)N3CCOCC3)ccc21
-0.18,O=C1CC2(CCOCC2)Oc2ccc3ccccc3c21
1.1,C=CCSc1nc2c(c(=O)[nH]c(=O)n2C)n1C/C=C(/C)Cl
0.67,CCNc1nnc(-c2ccccc2OC)s1
-2,O=C(NCc1ccco1)c1ccc(COc2ccccc2Cl)cc1

An excerpt; rates above refer to the full screens.
